PMI act = phosphomannose isomerase (human) activation; P34949; purified human PMI, coupled resazurin fluorescence, 20 min; hits give high values; 1 = vehicle control, 0 substrate-free wells; activation factor at 20 µM; 190,000 tested, 0.005% active; AID 1214;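 active means activation factor of 2 or more at 20 µM, relative to plate controls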
Target sequence (P34949 whole entry, looked up): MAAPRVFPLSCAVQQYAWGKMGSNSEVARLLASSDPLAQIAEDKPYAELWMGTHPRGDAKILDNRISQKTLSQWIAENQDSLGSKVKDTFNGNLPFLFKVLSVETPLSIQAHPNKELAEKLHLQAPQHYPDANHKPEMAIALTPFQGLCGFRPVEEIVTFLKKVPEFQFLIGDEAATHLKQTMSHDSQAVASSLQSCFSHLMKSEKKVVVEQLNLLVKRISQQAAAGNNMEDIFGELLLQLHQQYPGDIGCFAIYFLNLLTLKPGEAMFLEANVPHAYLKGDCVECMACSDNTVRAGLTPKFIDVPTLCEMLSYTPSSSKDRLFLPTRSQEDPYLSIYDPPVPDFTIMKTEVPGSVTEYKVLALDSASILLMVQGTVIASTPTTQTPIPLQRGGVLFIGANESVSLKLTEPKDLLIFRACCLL
Diaph inh CS = inhibits diaphorase or chemically oxidizes, flagging diaphorase assay artifacts; diaphorase resazurin-to-resorufin fluorescence, NADH, 16 min; bacterial (C. kluyveri) enzyme, not human; inhibition, % at 20 µM; 190,000 tested, 0.69% active; AID 1217;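 active means primary screen inhibition at 20 µM above a set limit, cut at about 50% in these data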;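 further: plate controls were DMSO with full reaction for no effect and wells lacking NADH for full effect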
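System: Bacterial diaphorase enzyme (C. kluyveri) | Incubation: 16-min room-temperature incubation before reading | Benchmarks: No-NADH positive control and DMSO neutral control | Measured by: Resorufin fluorescence 544/590 nm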
TLR4 MyD88 comp = TLR4-MyD88 interaction inhibition in cells; O00206+Q99836; HeLa CL3-4 TLR4/MyD88 BLA complementation, FRET ratio; inhibition, % at 8.4 µM; 200,000 tested, 0.18% active; in the data active means inhibition above about 25%;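 further: 0% = vehicle and 100% = reference inhibitor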
Diaphorase act = counter-screen for diaphorase-based assays: diaphorase activators and chemical reducers; AID 1229; Diaphorase/resazurin coupled assay, resorufin fluorescence, 16 min; hits give high values; 1 = vehicle wells, 0 = NADH-free wells; activation factor at 20 µM; 190,000 tested, 0.005% active;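 active means diaphorase activity raised at least twofold by the compound at 20 µM; inactive means activation factor below 2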
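Test system: Clostridium kluyveri diaphorase, purified enzyme; input: enzyme 0.07 U/mL final; buffer or medium: 50 mM HEPES pH 7.4 with 4.542 mM MgCl2, 0.005% Tween 20; also added: 0.114 mM NADH and 0.1 mM resazurin, final amounts; schedule: 16 min enzyme reaction, ambient temperature; technique: fluorescence of resorufin, 544 nm excitation, 590 nm emission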
G6PDH CS = inhibits Leuconostoc G6PDH, flagging false hits in G6PDH-based assays | AID 1020 | inhibition, % at 5 µM | 200,000 tested, 0.12% active | Purified L. mesenteroides G6PDH, diaphorase/resazurin coupled fluorescence, 45 min
S1P3 antag = antagonists of human S1P3 receptor. CHO S1P3 NFAT-BLA reporter, FRET fluorescence, antagonist mode. inhibition, % at 4.98 µM. 170,000 tested, 0.27% active. AID 485;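 active means inhibition above the plate cutoff, the mean inhibition of test wells on that plate plus 3 SD, cut at about 28% in these data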;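 further: cells challenged with S1P at its EC80 of 0.8 µM; blue over green emission ratio from cleaved BLA substrate after 4 h stimulation; 0% = S1P-stimulated wells and 100% = unstimulated DMSO-only wells; some compounds past the cut are filed as inactive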
Target sequence (Q99500 whole entry, looked up): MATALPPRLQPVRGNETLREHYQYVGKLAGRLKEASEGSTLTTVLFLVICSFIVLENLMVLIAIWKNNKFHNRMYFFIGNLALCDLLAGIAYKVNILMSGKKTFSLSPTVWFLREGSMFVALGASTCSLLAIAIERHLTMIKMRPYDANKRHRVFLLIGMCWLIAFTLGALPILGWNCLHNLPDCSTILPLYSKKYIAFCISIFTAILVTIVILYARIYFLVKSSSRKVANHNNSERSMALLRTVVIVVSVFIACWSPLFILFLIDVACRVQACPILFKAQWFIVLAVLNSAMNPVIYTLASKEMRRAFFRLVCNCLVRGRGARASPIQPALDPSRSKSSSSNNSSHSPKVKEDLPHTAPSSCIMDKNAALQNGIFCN
RAM inhibit = yeast RAM network inhibition | S. cerevisiae dse1pr::URA3 reporter, 5-FOA growth OD615, 2 d; analog-sensitive cbk1-as2 kinase mutant strain | inhibition, % at 50 µM | 190,000 tested, 1.8% active;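 active means inhibition above a set limit, 3 SD over mean compound inhibition, cut at about 8.4% in these data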;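 further: 0% = DMSO-only wells with no growth and 100% = 10 µM 1-NA-PP1 full growth; inhibition rescues growth on 5-FOA so higher OD means more RAM inhibition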
Hsp70 act = Hsp70 transcriptional activation, primary screen; HeLa Hsp70 promoter luciferase reporter, luminescence; scaled: vehicle 0, proteasome-inhibitor control 100%; AID 1203; activation, % at 10 µM; 200,000 tested, 0.04% active;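 active means activation above the mean across all tested compounds plus 3 SD, cutoff set per campaign, cut at about 5.5% in these data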;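 further: 100% = MG132 at 30 µM as the positive control and 0% = DMSO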
PMI act satM6P = activators of human phosphomannose isomerase at near-saturating mannose 6-phosphate; P34949; coupled PMI enzyme assay, resazurin fluorescence, 20 min; hits give high values; 1 = untreated enzyme, 0 = substrate-free blank; activation factor at 20 µM; 190,000 tested, 0.34% active; AID 1216;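 active means activation factor of 2 or more at 20 µM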
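Test system: human phosphomannose isomerase with PGI, G6PDH, diaphorase coupling enzymes; Amount: PMI at 15 ng/mL final; Reagent: Mannose-6-phosphate 1.0 mM (near-saturating) plus 0.22 mM NADP+; Timing: 20 min, room temperature; Technique: resorufin fluorescence at Ex 544/Em 590 nm; Dosing: 20 µM single dose.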
Lmaj promast = reduces viability of Leishmania major promastigotes. inhibition, % at 10 µM. 200,000 tested, 9% active. resazurin fluorescence viability. AID 1063;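 further: promastigotes grown with compound for 44 hours at 28 °C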
DTT redox prof = compounds producing H2O2 with reducing agent – biochemical, NIH compound library profiling, artefact control for MLSCN library redox annotation, primary screen; DTT-dependent redox cycling H2O2, phenol red/HRP absorbance; 100% = 100 µM peroxide control, 0% = buffer; activation, % at 10 µM; 200,000 tested, 0.03% active;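 active means activation of at least 50% relative to the plate's high and low controls in the primary single-dose screen; inactive means activation below 50%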;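 further: compound incubated with DTT at 0.8 mM final as the reducing agent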
Starred values were filed as active, the others as inactive; x = no result given. Unless noted, no stated cut-off is given here; in the data, active means inhibition above about 50%; inactive means the rest.

SMILES	PMI act	Diaph inh CS	TLR4 MyD88 comp	Diaphorase act	G6PDH CS	S1P3 antag	RAM inhibit	Hsp70 act	PMI act satM6P	Lmaj promast	DTT redox prof
COc1ccc(NS(=O)(=O)c2cc([N+](=O)[O-])ccc2N/N=C\c2c(C)[nH]c3ccccc23)cc1	1	13	10	0.9	-2	x	5.9	-0.3	1	98*	1.2
CCc1ccc(NC(=O)C(=O)N/N=C(\C)CC(=O)Nc2ccc(OC)cc2)cc1	1.1	-9	0	1.1	-2	4	-0.1	-0.1	1.1	-1	-0.3
COc1ccc(CCC(C)NCC2CCCCC2)cc1 (stereo not drawn)	1	8	-2	0.9	-15	8	-0.4	-0.3	1	87*	0.3
COc1ccc(-n2c(=S)[nH]c3cc(C(=O)NCCCN4CCCC4=O)ccc3c2=O)cc1OC	1	19	5	0.8	1	x	3.3	-0.2	1	-5	0.0
CCCC1CCC(=NNC(=O)OC(C)(C)C)CC1 (stereo not drawn)	1.1	-4	-4	1	0	-2	0.0	-0.3	1	-1	0.6
CCS(=O)(=O)C1=NSC2=NC(=O)/C(=C\c3cc(C)n(-c4cccc(OC)c4)c3C)C(=N)N21	1.3	10	7	0.9	0	-14	2.7	-0.1	1.1	-3	-0.7
O=C(COC(=O)c1cc(S(=O)(=O)N2CCCCC2)ccc1N1CCOCC1)NC1CCCCC1	1	14	-5	0.9	7	-21	3.0	-0.2	1	1	1.0
Cc1[nH]c2ccc(C(=O)NCC(C)(C)N3CCOCC3)cc2c1C	0.9	3	-9	1	5	-19	0.4	0.1	1	2	0.1
CCOC(=O)c1[nH]nc(N)c1NC(=O)c1ccc(Cl)cc1Cl	1	5	-10	0.9	10	-18	1.6	-0.1	1.1	-4	0.0
O=C(COC(=O)c1ccc2ncsc2c1)Nc1ncc(Cl)cc1Cl	0.9	10	-16	0.9	9	-19	5.7	-0.3	0.9	-5	-0.7
COc1ccc(-c2nc(/C=C3\C(C)=Nc4ccccc43)c(O)o2)cc1	1	3	10	1	-8	0	3.6	-0.4	0.9	0	-3.3
CSc1nc2c(c(=O)n1-c1ccc(F)cc1)SCC2	1	16	-5	0.8	4	x	2.5	0.3	1	6	0.6
COc1ccc(C2CC(c3cccs3)Nc3nnnn32)cc1 (stereo not drawn)	1.1	-2	4	1	0	-1	1.5	-0.3	1.1	-4	0.4
O=C(NCCc1ccccc1)C(c1cccs1)N(C(=O)c1csnn1)C1CC1 (stereo not drawn)	1	14	-4	0.9	-7	-29	1.2	-0.4	0.9	-2	-2.3
COc1ccc(-c2nnn(CC(=O)N(CCCN3CCOCC3)C(C(=O)NC3CCCC3)c3ccc(C)o3)n2)cc1 (stereo not drawn)	0.9	14	-2	0.9	21	0	0.7	-0.1	1	3	-0.7

In another format: entries from further up
structure | PMI act | Diaph inh CS | TLR4 MyD88 comp | Diaphorase act | G6PDH CS | S1P3 antag | RAM inhibit | Hsp70 act | PMI act satM6P | Lmaj promast | DTT redox prof
CCOC(=O)c1[nH]nc(N)c1NC(=O)c1ccc(Cl)cc1Cl | 1 | 5 | -10 | 0.9 | 10 | -18 | 1.6 | -0.1 | 1.1 | -4 | 0.0
O=C(COC(=O)c1ccc2ncsc2c1)Nc1ncc(Cl)cc1Cl | 0.9 | 10 | -16 | 0.9 | 9 | -19 | 5.7 | -0.3 | 0.9 | -5 | -0.7
COc1ccc(-c2nc(/C=C3\C(C)=Nc4ccccc43)c(O)o2)cc1 | 1 | 3 | 10 | 1 | -8 | 0 | 3.6 | -0.4 | 0.9 | 0 | -3.3
CSc1nc2c(c(=O)n1-c1ccc(F)cc1)SCC2 | 1 | 16 | -5 | 0.8 | 4 | x | 2.5 | 0.3 | 1 | 6 | 0.6
COc1ccc(C2CC(c3cccs3)Nc3nnnn32)cc1 (stereo not drawn) | 1.1 | -2 | 4 | 1 | 0 | -1 | 1.5 | -0.3 | 1.1 | -4 | 0.4
O=C(NCCc1ccccc1)C(c1cccs1)N(C(=O)c1csnn1)C1CC1 (stereo not drawn) | 1 | 14 | -4 | 0.9 | -7 | -29 | 1.2 | -0.4 | 0.9 | -2 | -2.3
COc1ccc(-c2nnn(CC(=O)N(CCCN3CCOCC3)C(C(=O)NC3CCCC3)c3ccc(C)o3)n2)cc1 (stereo not drawn) | 0.9 | 14 | -2 | 0.9 | 21 | 0 | 0.7 | -0.1 | 1 | 3 | -0.7

The listing continues:
SMILES	PMI act	Diaph inh CS	TLR4 MyD88 comp	Diaphorase act	G6PDH CS	S1P3 antag	RAM inhibit	Hsp70 act	PMI act satM6P	Lmaj promast	DTT redox prof
COc1ccccc1C(=O)NNC(=O)c1sccc1-n1cccc1	1.1	-4	-4	1	2	-16	-0.6	-0.2	1.1	-8	-1.0
CCCCC(O)(CCN1CCOCC1)c1ccc(Cl)cc1 (stereo not drawn)	1	13	-1	0.9	16	x	0.4	-0.3	1.1	76*	0.2
Cc1ccccc1-c1nnc(-c2ccccc2)o1	1	-1	10	1	4	36	0.0	0.3	1	-11	-0.4
CCC1Oc2ccccc2N(CC(=O)NCCCN2CCCCC2CC)C1=O (stereo not drawn)	0.9	2	1	1	1	5	-0.5	-0.4	1	-4	0.5
CC(=O)N(C(C)=O)c1ncc2c([nH]c3ccccc32)c1C#N	1.1	-10	-4	1.1	22	-31	0.8	0.1	1.1	26	2.8
COC(=O)C[N+](C)(C)C/C=C\c1ccccc1	1.1	-21	3	1.2	4	-5	-1.4	0.2	1.1	-4	1.0
O=C(Nc1cccc(O)c1)c1noc2c1CCCCC2	1	12	-16	0.9	-7	x	-0.2	-0.3	1.1	0	0.3
Cc1ccc(NC(=O)COC(=O)c2ccc3c(c2)NC(=O)C2CCCN32)cc1C (stereo not drawn)	1.7	-3	-8	1	5	7	4.6	-0.3	1.9	-3	1.5
O=C(COC(=O)[C@@H]1CCCN1S(=O)(=O)c1ccccc1F)c1ccccc1	1	23	9	0.8	4	-21	1.1	-0.3	0.9	-3	-0.5
Cc1cccc(/C=C/c2nc3ccccc3c(=O)[nH]2)c1	1	4	5	1	6	5	1.7	0.1	1.1	3	-0.8
CC1CCN(S(=O)(=O)c2cccc(C(=O)N(C)C3CCS(=O)(=O)C3)c2)CC1 (stereo not drawn)	0.9	1	-12	1	5	-14	0.4	-0.3	1.1	-5	27
OCCC1CN(Cc2c(O)ccc3ccccc23)CCN1CCc1ccccc1 (stereo not drawn)	0.7	48	3	0.5	37	3	1.9	-0.2	0.4	5	-1.3
CCCCn1c(CCC(=O)O)nc2c1c(=O)[nH]c(=O)n2CCC	1	17	1	0.8	1	x	0.7	-0.1	0.9	-6	0.1
N=c1sccn1CC(=O)NCCc1ccc(Cl)cc1	0.9	12	24	0.9	-3	-19	1.8	-0.5	0.9	0	-0.7
Cc1[nH]c2ccc(C(=O)OCCN(C)C)cc2c1C	1	2	-7	1	18	-1	-0.8	0.0	0.9	-3	1.6
O=C(COc1ccc([N+](=O)[O-])cc1)N(Cc1ccccc1)Cc1ccccc1	1	11	-10	0.9	4	5	11*	-0.4	1	38	0.1
COC(=O)c1cc(NC2c3ncccc3C(=O)N2Cc2ccccc2)cc(C(=O)OC)c1 (stereo not drawn)	0.9	11	6	0.9	1	12	3.5	-0.1	0.9	53*	-0.4
O=C(/C=C/c1cccc([N+](=O)[O-])c1)NCCSc1ccccc1	1	4	6	1	-2	x	-1.4	-0.2	1.1	0	1.9
O=Cc1cn(CC(=O)N2CCOCC2)c2ccccc12	1	11	3	0.9	12	x	0.1	-0.2	1	-5	-0.1
COc1ccc(C2C(C#N)=C(N)Oc3cc(C)n(Cc4ccncc4)c(=O)c32)cc1 (stereo not drawn)	1	19	-16	0.8	4	-43	1.0	0.1	0.8	-1	0.6
C=CC[N+](C)(C)CCN1C(=O)C2C(c3ccccc3)C=CC(c3ccccc3)C2C1=O (stereo not drawn)	1.1	1	1	1	-1	-19	0.6	-0.4	1.1	9	-1.9
Cc1ccccc1C(=O)NN1CCOCC1	0.9	10	-1	0.9	2	-6	0.3	-0.4	0.9	-6	-0.1
COc1ccc(Nc2cc(C(=O)NCc3ccco3)c3ccccc3n2)c(OC)c1	0.9	17	-3	0.8	0	7	2.2	-0.3	0.9	3	0.0
Cc1ccc(-n2nc(CC#N)c(C#N)c2N)cc1Cl	0.9	16	-5	0.8	-19	-4	0.2	-0.4	0.9	-3	3.8
COc1ccccc1CNC(=S)Nc1cc(C)ccc1C	1	16	-5	0.8	12	-9	-1.1	0.0	0.9	30	-3.7
CN(C1CCS(=O)(=O)C1)S(=O)C12CC3CC(CC(C3)C1)C2 (stereo not drawn)	1.2	-2	4	1	6	-15	1.3	-0.4	1.1	0	3.1
CCOc1ccccc1NC(=S)NCCc1ccccc1	1.1	-12	15	1.1	10	-12	-0.3	-0.4	1	9	0.0
Cc1cc(C)nc(NC(=O)CCC2CCCC2)c1	1	17	-6	0.8	3	x	-0.1	0.0	1	-3	0.9
COCCCNC(=O)CCSc1ccc(Cl)cc1	1	5	10	1	7	-56	1.6	-0.3	0.9	-4	-2.6
CCOC(=O)C1(Cc2cccc(F)c2)CCN(Cc2cnc(C)s2)CC1	1.1	-8	-15	1.1	2	20	-1.0	-0.1	1.1	32	-1.6
O=C(Nc1ccc(Cl)cc1C(F)(F)F)c1ccc(Cl)cc1	1	-4	-6	1	-3	x	2.2	-0.1	1	-2	2.0
CCCCn1cnc2c1c(=O)n(CC(=O)c1cc(C)n(C)c1C)c(=O)n2CC(C)C	1	14	-3	0.9	2	-11	0.6	-0.1	1	96*	2.0
NC(=O)c1c(NC(=O)c2cccnc2Cl)sc2c1CCCC2	1.1	17	16	0.8	-1	-1	6.2	-0.3	1	0	-0.1
O=C(CN1CCCCC1)N1CCN(S(=O)(=O)c2ccccc2)C1	0.9	0	-6	1	8	-13	0.3	0.0	0.9	5	-1.7
Cc1cc(C)nc(SCc2cc(=O)c(OC(=O)c3ccc(Br)o3)co2)n1	0.9	16	-3	0.8	1	-8	-0.9	-0.4	0.9	-5	-0.3
